Screens as filed in PubChem.
Kir21 inh = inhibitors of mouse Kir2.1 inward-rectifier potassium channel; B-score at 10 µM; Inward rectifier potassium channel 2 (Mus musculus), P35561; HEK293-Kir2.1, FluxOR thallium flux fluorescence; stronger effect = lower value; hit rate 0.85% among 310,000; AID 1672, 2009;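 active = fluorescence ratio B-score at or below minus 3 SD of library scores, with starting-brightness B-score within 2 SD, cut at about -4.2 in these data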;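 also: channel flux triggered by added potassium and thallium sulfate stimulus; B-score of peak minus minimum fluorescence over baseline after thallium stimulus; more negative B-score means stronger Kir2.1 block with less thallium influx; some compounds called inactive have numbers as strong as hits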
Target sequence (P35561 whole entry, looked up): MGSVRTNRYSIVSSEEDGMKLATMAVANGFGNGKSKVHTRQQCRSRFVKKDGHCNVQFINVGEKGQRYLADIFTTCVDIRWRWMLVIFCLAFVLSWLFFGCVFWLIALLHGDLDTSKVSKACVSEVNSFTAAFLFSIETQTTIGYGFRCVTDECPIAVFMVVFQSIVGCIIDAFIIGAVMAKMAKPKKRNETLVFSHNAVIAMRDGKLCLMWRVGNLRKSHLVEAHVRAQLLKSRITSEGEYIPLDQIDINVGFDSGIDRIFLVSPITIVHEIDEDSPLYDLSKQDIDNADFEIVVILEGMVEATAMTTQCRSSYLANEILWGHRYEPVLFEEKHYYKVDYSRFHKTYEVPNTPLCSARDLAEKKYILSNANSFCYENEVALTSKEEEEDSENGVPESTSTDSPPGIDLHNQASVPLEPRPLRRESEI
KCNQ2 inh = KCNQ2 potassium channel inhibitors, primary screen, cell-based, CHO-K1, FluxOR thallium flux, B-score (AID 2156) | B-score at 10 µM | 20 min; stronger effect = lower value | hit rate 1.1% among 310,000 | Potassium voltage-gated channel subfamily KQT member 2 (Rattus norvegicus), O88943;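 active = fluorescence ratio B-score at most minus 3 library SDs, with starting brightness B-score within 2 library SDs, cut at about -5.5 in these data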
CHT inh = inhibitors of human choline transporter CHT; CHT-expressing cells, membrane potential dye, choline response; stronger effect = lower value; B-score at 10 µM; hit rate 0.86% among 310,000; AID 488975, 2010;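 active = B-score over 3 SD under the library average, and starting fluorescence ratio not unusually high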;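 also: choline stimulus applied at its EC90 after an EC20 pre-addition; B-score computed on integrated fluorescence ratio after choline addition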
Target sequence (Q9GZV3 whole entry, looked up): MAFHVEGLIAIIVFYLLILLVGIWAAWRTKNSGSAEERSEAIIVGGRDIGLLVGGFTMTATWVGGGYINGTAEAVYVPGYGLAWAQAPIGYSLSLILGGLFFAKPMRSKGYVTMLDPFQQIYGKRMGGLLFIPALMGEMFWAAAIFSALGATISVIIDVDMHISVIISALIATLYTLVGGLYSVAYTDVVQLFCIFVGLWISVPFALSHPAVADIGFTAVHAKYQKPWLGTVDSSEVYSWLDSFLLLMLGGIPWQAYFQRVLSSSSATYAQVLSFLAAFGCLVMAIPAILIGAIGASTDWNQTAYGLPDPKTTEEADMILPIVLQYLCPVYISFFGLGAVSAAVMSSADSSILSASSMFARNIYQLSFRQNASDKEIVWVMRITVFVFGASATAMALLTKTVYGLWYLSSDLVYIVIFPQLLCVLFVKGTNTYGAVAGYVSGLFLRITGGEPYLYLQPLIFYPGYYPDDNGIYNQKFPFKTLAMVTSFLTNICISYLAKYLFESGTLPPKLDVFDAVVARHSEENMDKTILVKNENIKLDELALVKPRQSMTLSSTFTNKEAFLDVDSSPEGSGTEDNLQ
An asterisk follows results filed as active; i = inactive; · = not tested or not shown.

#	Kir21 inh	KCNQ2 inh	mol	CHT inh
1	-0.9	i	CN1CCN(c2oc(-c3ccccc3F)nc2S(=O)(=O)c2ccc(Cl)cc2)CC1	i
2	-1.2	i	CCC(=O)Nc1cc2c3c(c1)CCC(=O)N3CCC2	i
3	1.1	i	Fc1ccc(/C=N/Nc2nccnc2Cl)cc1	i
4	-0.98	i	COc1cc(C)ccc1Oc1ncnc(N)c1[N+](=O)[O-]	i
5	-0.13	i	CCCCS(=O)CC(O)COCC (stereo unspecified)	i
6	-2.6	i	Cc1cc(C)nc(SCC(=O)Nc2ncc(Cc3cccc(Cl)c3)s2)n1	i
7	0	i	COc1cc2c(cc1OC)C1=C(C#N)COCN1CC2	i
8	0.02	i	O=C(c1cc(-c2ccncc2)nc2ccccc12)N1CCN(c2ccccc2O)CC1	i
9	0.01	i	Cc1ccc(C(=O)NCCCNC(=O)c2cccnc2)cc1	i
10	0.67	i	CC(C)(C)c1csc(NC(=O)Cn2cnc3ccccc3c2=O)n1	i
11	0.25	i	CC(C)CCNC(=O)c1c(CSc2ccccc2)noc1C(=O)NCc1ccccc1	i
12	-0.53	i	COC(=O)c1ccc(N2CCN(S(=O)(=O)c3ccc4ccccc4c3)CC2)c([N+](=O)[O-])c1	i
13	-0.22	i	Cc1cc(N2CCC(C)CC2)n2nc(C)c(-c3ccccc3)c2n1	i
14	0.14	i	CN1CCN(c2ccccc2NC(=O)c2cccc([N+](=O)[O-])c2)CC1	i
15	1.2	i	O=C(c1cc(COc2cccc(C(F)(F)F)c2)on1)N1CCC(c2ccccc2)CC1	i
16	0.31	i	Cc1ccc(OCCn2cc(/C(N)=N/O)c3ccccc32)cc1C	i
17	0.03	i	CC(C)(C)c1ccc(NC(=O)c2c(F)cccc2Cl)cc1	i
18	-1.2	i	Cc1cc(C)c2oc(-c3cccc(NC(=O)c4ccc(F)cc4)c3)nc2c1	i
19	0.01	i	COc1cc([N+](=O)[O-])c2ncsc2c1	i
20	-2.1	i	O=C(N1CCCCCC1)N1CCN(S(=O)(=O)c2cccc([N+](=O)[O-])c2)CC1	i
21	0.92	i	COc1ccc(/C=C(\NC(=O)c2cccs2)C(=O)Nc2ccc(C)cc2)cc1OC	i
22	0.15	i	COC(=O)c1sccc1NC(=S)N1CCC(C)CC1	i
23	-2.2	i	COC(=O)c1cc2sccc2n1CC(=O)Nc1cccc(SC)c1	i
24	-0.76	i	CCC(C)n1cnc2c(c1=O)c1nc3ccccc3nc1n2Cc1ccc(OC)cc1 (stereo unspecified)	i
25	2.5	i	Cc1ccc(C)c(Nc2ncnc3nc[nH]c23)c1	i
26	-0.17	i	COc1cc(C=O)ccc1OCCOCCOc1ccccc1Cl	-5.6*
27	2	i	COC(=O)c1c(NC(=O)C(=O)N2CCOCC2)sc2c1CCC2	i
28	-1	i	Cc1nc(NCCOc2ccccc2)sc1C(=O)Nc1ccccc1	i
29	-0.69	i	CCCCCn1c(N)c(-c2nc3ccccc3o2)c2c([N+](=O)[O-])nn(CC)c(=O)c21	i
30	-1.8	i	O=C(OCC(=O)N(C1CCCCC1)C1CCCCC1)c1ccc(O)cc1	i
31	1.4	i	Cc1nc2ccc(C(=O)N3CCN(c4ccccn4)CC3)cc2s1	i
32	-2.5	i	O=C1CSC(c2ccccc2)N1c1ccc(F)cc1F (stereo unspecified)	i
33	0.02	i	CC1CC(C)CN(C(=O)C2CCN(S(=O)(=O)c3ccc4c(c3)CC(C)N4C(=O)C3CC3)CC2)C1 (stereo unspecified)	i
34	0.07	i	CCCc1cc(SCC(=O)Nc2c(C)n(C)n(-c3ccccc3)c2=O)n2c(nc3ccccc32)c1C#N	i
35	-0.88	i	O=C(CSCCO)N1CCc2ccccc21	i
36	-0.21	i	O=C(COc1ccc(F)cc1)NCCN1CCCC1	i
37	0.04	i	CCCCCCC(=O)N1CCC(c2nc3c(nnn3Cc3ccccc3Cl)c(=O)[nH]2)CC1	i
38	2	i	COc1ccc(CN(C)C2CCN(C)CC2)cc1OC	i
39	-0.75	i	Cc1ccc(/C=C2\SC(=S)N(CCC(=O)NNC(=O)c3cccc(O)c3)C2=O)cc1	i
40	0.78	i	CSc1ccc(C(=O)C2CCCN(C(=O)c3ccc(C)nc3)C2)cc1 (stereo unspecified)	i

By substructure, the entries above with an NH in an aromatic ring
#	Kir21 inh	KCNQ2 inh	mol	CHT inh
25	2.5	i	Cc1ccc(C)c(Nc2ncnc3nc[nH]c23)c1	i
37	0.04	i	CCCCCCC(=O)N1CCC(c2nc3c(nnn3Cc3ccccc3Cl)c(=O)[nH]2)CC1	i

New compounds follow:
#	Kir21 inh	KCNQ2 inh	mol	CHT inh
41	1.1	i	COc1ccc(Cl)cc1N1C(=O)c2cccnc2C1=O	i
42	0	i	COc1cc(/C=N/NC(=O)C2(O)c3ccccc3-c3ccccc32)ccc1O	i
43	0.86	i	Cc1cccc(N2CCN(C(=O)c3cc4cc(F)ccc4[nH]3)CC2)c1C	i
44	-1.5	i	CCn1c(C)cc(O)cc1=O	i
45	0.14	i	Cc1ccccc1Nc1nc(N)nc(COC(=O)c2cccc(S(=O)(=O)N(C)c3ccccc3)c2)n1	i
46	-2	i	Cc1ccccc1Nc1nc(N)nc(CSc2nc3ccccc3c(=O)n2CCCO)n1	i
47	0.11	i	N#CCSc1nc2cc(C(=O)N3CCCC3)ccc2c(=O)n1Cc1ccccc1	i
48	-0.1	i	c1csc(Cc2nn3c(-c4n[nH]c5c4CCC5)nnc3s2)c1	i
49	-14	i	CC1CCN(Cc2c(O)ccc3c2O/C(=C\c2ccco2)C3=O)CC1	i
50	-0.51	i	O=C(c1ccc(F)cc1)N1CCCN(c2nc(-c3ccccc3)ns2)CC1	i
51	0.13	i	Cc1cc(Nc2ccc(Cl)cc2)nc(N2CCOCC2)n1	i
52	-3.2	i	O=C(Nc1cccc(-c2cscn2)c1)C1CCN(Cc2ccc(CO)o2)CC1	i
53	1	i	O=c1c2ccccc2c(C=NC2CCS(=O)(=O)C2)c(O)n1-c1ccccc1 (stereo unspecified)	i
54	-1.8	i	Cc1cccc(-c2noc(CN(C(=O)c3ccc4c(c3)OCO4)C(C)C)n2)c1	i
55	0.63	i	COC(=O)c1ccc(NC(=O)C2CC3CCC2C3)cc1 (stereo unspecified)	i
56	0.42	i	C[C@H](NC(=O)c1ccccc1Cl)C(=O)OCCOc1ccc(Cl)cc1	i
57	0.6	i	Clc1ccc(-c2nc3ccncc3[nH]2)cc1	i
58	1.3	i	Cc1ccc(C)c(OC(C)C(=O)Nc2ccc(S(=O)(=O)Nc3nccs3)cc2)c1 (stereo unspecified)	i
59	-1.6	i	COc1cccc(-c2noc(C3CCCN(C(=O)c4ccc(F)cc4F)C3)n2)c1 (stereo unspecified)	i
60	-0.31	i	CN1C(=O)NC(NC(=O)c2ccco2)(C(F)(F)F)C1=O (stereo unspecified)	i

Grouped by structure, the entries above containing a CF3 group (two)
#	Kir21 inh	KCNQ2 inh	mol	CHT inh
15	1.2	i	O=C(c1cc(COc2cccc(C(F)(F)F)c2)on1)N1CCC(c2ccccc2)CC1	i
60	-0.31	i	CN1C(=O)NC(NC(=O)c2ccco2)(C(F)(F)F)C1=O (stereo unspecified)	i

Next section
#	Kir21 inh	KCNQ2 inh	mol	CHT inh
61	0.06	i	COC(=O)C1=CO[C@@H](O[C@@H]2OC(CO)[C@@H](O)[C@@H](O)[C@@H]2O)C2C1CC[C@]2(C)O (stereo partly specified)	i
62	0.29	i	CCCCCCCCN1[C@@H](CC(=O)O)c2cc(F)ccc2S1(=O)=O	i
63	1.8	i	CCSc1nnc(NC(=O)c2cccc(S(=O)(=O)N(C)c3ccc(C)cc3)c2)s1	i
64	0.22	i	CSc1nnc(Cc2ccc3c(c2)OCO3)o1	i
65	-3.6	i	COc1cc(Br)c(-c2sc(Nc3ccccc3)n[n+]2-c2ccc(F)cc2)cc1OC	i
66	0	i	CCN(CC)c1ccc(NC(=O)c2ccccc2F)cc1	i
67	0.32	i	O=C(CCc1nc2ccccc2c(=O)[nH]1)NCCN1C(=O)S/C(=C\c2ccccc2Cl)C1=O	i
68	2	i	CCOP(=O)(O)c1cccc(OCCOCCOc2cccc(P(=O)(O)OCC)c2)c1	i
69	0.61	i	COc1ccc(NC(=O)c2cc3c(CO)cnc(C)c3oc2=Nc2cc(OC)cc(OC)c2)cc1	i
70	4.1	i	CCCCC(O)(CCCC)C(=O)NN(C(=O)OCC)c1ccccc1	i
71	-2.1	i	NC(=O)c1nsc(C(=O)N(c2ccc3c(c2)OCO3)C(C(=O)NCC2CCCO2)c2ccc(F)cc2)c1N (stereo unspecified)	i
72	0.67	i	CCNc1ccc(C(=O)OCC)cc1NC(=O)c1cccc(N(C)C)c1	i
73	-0.36	i	CCN(CC(=O)Nc1c(F)cccc1F)C(=O)C1CC(=O)N(c2ccc3c(c2)OCCO3)C1 (stereo unspecified)	i
74	0.2	i	Cc1ccc(F)cc1NC(=O)C1CCCN(c2ncccn2)C1 (stereo unspecified)	i
75	-0.08	i	C=CCN1c2ccccc2[C@]23C[C@@H](C(=O)OC)N(C(=O)c4cccs4)C2=NC(C(=O)OC)=C(C(=O)OC)[C@H]13	i
76	1.4	i	CC1=C(C#N)c2nc(N)c(C#N)c(C)c2/C1=C\c1ccc(-c2ccccc2C(=O)O)o1	·
77	1.8	i	Cc1cc(C(=O)OCC(N)=O)c(C)n1-c1ccccc1	i
78	2.7	i	O=C(NC(=S)Nc1cccc(C(F)(F)F)c1)c1csnn1	i
79	0.05	i	OC(COc1ccc(F)cc1)CN1CCN(CC(O)COc2ccc(F)cc2)CC1 (stereo unspecified)	i
80	-1.6	i	CN(C)CCNC(=O)/C(=C/c1ccc(-c2ccc(Cl)cc2)o1)NC(=O)c1ccccc1	i
81	-0.55	i	COc1cc(/C=N/OCC(=O)NC2CCCCC2)ccc1OCc1ccccc1	i
82	-0.71	i	Cc1c(C(=O)N2CCN(C(=O)c3ccco3)CC2)sc2nc(-c3ccc(F)cc3)cn12	i
83	-1.1	i	CCN(CC)c1ccc(CNc2nc3ccccc3n2C)cc1	i
84	0.17	i	COC(=O)c1ccc(Nc2nc(N3CCOCC3)nc(N3CCOCC3)n2)cc1	i
85	-0.65	i	CC1=C(C(=O)OCc2ccccc2)C(c2cccs2)N2C(=O)CCSC2=N1 (stereo unspecified)	i
86	0.54	i	O=C1NC(=S)S/C1=C\c1cc2ccccc2nc1N1CCCCC1	i
87	1.1	i	CSc1ccc(NC(N)=S)cc1	i
88	1.3	i	CCOC(=O)c1ccc(NC(=S)NNC(=O)C2(C)CC2(Cl)Cl)cc1 (stereo unspecified)	-6.7*
89	-0.85	i	COC(=O)c1ccc(N2NC(=O)/C(=C/c3cc(OC)c(O)c(OC)c3)C2=O)cc1	i
90	0.24	i	COc1cc2ccccc2cc1C(=O)N(CCN(C)C)c1nc2c(F)cccc2s1	i
91	-3.1	i	O=C(/C(=C/c1cccnc1)n1ccnc1)c1ccc(Cl)cc1Cl	i
92	-6.5*	i	CC(C)Cc1nc2ccccc2n1CCc1ccccc1	i
93	-2.4	i	CC(=O)Nc1ccc(C=C(C(C)=O)C(C)=O)cc1	i
94	-0.07	i	CCN(CC)CCNC(=O)c1ccc2c(c1)ncn2C1CCCCC1	i
95	-1	i	Nc1no[n+]([O-])c1-c1ccccc1	i
96	-1.5	i	COc1ccc(N2CCN(C(=O)COc3ccc4c(C)c(C)c(=O)oc4c3C)CC2)cc1	i
97	0.02	i	Cc1ccc2nsnc2c1S(=O)(=O)N1CCCC1C(=O)O (stereo unspecified)	i
98	-1	i	O=C(Cc1ccc2c(c1)OCCO2)N1CCN(S(=O)(=O)c2ccccc2C(F)(F)F)CC1	i
99	-2.9	i	Cn1c(CN2CCOCC2)nnc1SCC(=O)Nc1ccc([N+](=O)[O-])cc1O	i
100	0.68	i	C=CCn1c(N)c(C(=O)N2CCN(C)CC2)sc1=S	i

Some entries already given, reduced to KCNQ2 inh.
nr | SMILES | KCNQ2 inh
88 | CCOC(=O)c1ccc(NC(=S)NNC(=O)C2(C)CC2(Cl)Cl)cc1 (stereo unspecified) | i
89 | COC(=O)c1ccc(N2NC(=O)/C(=C/c3cc(OC)c(O)c(OC)c3)C2=O)cc1 | i
97 | Cc1ccc2nsnc2c1S(=O)(=O)N1CCCC1C(=O)O (stereo unspecified) | i
100 | C=CCn1c(N)c(C(=O)N2CCN(C)CC2)sc1=S | i
87 | CSc1ccc(NC(N)=S)cc1 | i

(more compounds)
#	Kir21 inh	KCNQ2 inh	mol	CHT inh
101	-1.2	i	O=C(O)c1cc([N+](=O)[O-])ccc1NCCO	i
102	-0.01	i	O=C(Cn1c(=O)oc2cc(S(=O)(=O)N3CCCC3)ccc21)N1CCN(c2ccccc2F)CC1	i
103	-0.09	i	O=C(N/N=C/c1coc2ccccc2c1=O)c1ccccc1	i
104	1.1	i	CCNc1nc(NCC)n2c(SCC(=O)Nc3ccccc3[N+](=O)[O-])nnc2n1	i
105	-0.53	i	O=C(COC(=O)/C=C/c1ccccc1)NCc1ccc(Cl)cc1	i
106	0.09	i	N/N=c1\sc2ccccc2n1-c1ccccc1	i
107	0.63	i	O=C(Nc1nnc(-c2ccccc2Cl)o1)c1cccnc1	i
108	0.66	i	O=C(CSc1nnnn1Cc1ccccc1)Nc1cccc(F)c1	i
109	0.06	i	O=C(c1ccco1)N1CCN(C(=O)C2(S(=O)(=O)c3ccc(Cl)cc3)CC2)CC1	i
110	0.1	i	OCCC1CN(Cc2ccc3nsnc3c2)CCN1CCc1ccccc1 (stereo unspecified)	i
111	-0.55	i	COc1ccc(OC)c(NC(=O)c2cc3ccccc3o2)c1	i
112	0.02	i	Cc1ccc(C)c2nc(Cl)c(C3NC(=O)c4ccccc4N3)cc12 (stereo unspecified)	i
